IMP-1 inh = inhibitors of Pseudomonas aeruginosa IMP-1 metallo-beta-lactamase; purified IMP-1, nitrocefin hydrolysis, epi-absorbance fluorescence; inhibition, % at 5.6 µM; actives 0.45% (n = 290,000); AID 1556;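 active means inhibition above the mean plus 3 SD of all compounds in the same screening run, cut at about 4.5% in these data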;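 further: 0% = IMP-1 with DMSO and 100% = DMSO wells lacking enzyme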
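System – purified recombinant IMP-1 beta-lactamase · Input – IMP-1 dispensed at 0.2 nM · Timing – 15 min preincubation plus 25 min reaction at 25 °C · Signal – Epi-absorbance fluorescence, 480 nm excitation, 530 nm emission · Measure – percent IMP-1 inhibition derived from blank-referenced optical density · Controls – Enzyme-plus-DMSO low control, enzyme-free DMSO high control · Replication – singlicate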
GalR3 antag = antagonists of human GalR3; HEK293 GalR3-CNG cAMP membrane potential fluorescence; galR3 body fused to GalR1 C-terminus; inhibition, % at 3 µM; actives 0.44% (n = 360,000);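 active means inhibition above the screen-wide average plus 3 SD, cut at about 13% in these data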;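 further: forskolin and galanin both at EC90 stimulate the cells; cAMP rise reported by CNG channel membrane potential dye signal; 0% = forskolin plus galanin with DMSO and 100% = forskolin alone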
Target sequence (O60755 1-299 limits assumed): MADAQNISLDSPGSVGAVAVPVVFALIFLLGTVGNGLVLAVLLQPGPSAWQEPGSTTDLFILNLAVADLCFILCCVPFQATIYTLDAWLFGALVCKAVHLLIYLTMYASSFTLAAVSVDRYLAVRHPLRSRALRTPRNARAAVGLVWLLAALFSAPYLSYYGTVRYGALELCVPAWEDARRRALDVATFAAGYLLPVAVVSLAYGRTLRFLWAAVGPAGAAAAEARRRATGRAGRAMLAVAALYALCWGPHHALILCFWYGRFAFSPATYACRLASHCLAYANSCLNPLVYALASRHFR
PHOSPHO1 inh = inhibitors of human PHOSPHO1 phosphatase; actives 1.1% (n = 290,000); Q8TCT1; inhibition, % at 13.3 µM; recombinant PHOSPHO1, absorbance phosphatase assay; in the data active means inhibition above about 60%
Target sequence (Q8TCT1 whole entry, looked up): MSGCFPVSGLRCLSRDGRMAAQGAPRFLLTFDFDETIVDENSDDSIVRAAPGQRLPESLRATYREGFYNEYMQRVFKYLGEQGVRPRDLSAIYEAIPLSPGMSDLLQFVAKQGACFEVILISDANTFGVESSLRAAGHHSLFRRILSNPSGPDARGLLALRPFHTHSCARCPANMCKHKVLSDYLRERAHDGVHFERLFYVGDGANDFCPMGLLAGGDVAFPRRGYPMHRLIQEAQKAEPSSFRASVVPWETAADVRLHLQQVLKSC
GPR7 antagonist = blocks human GPR7 receptor signaling | actives 1.1% (n = 290,000) | GPR7-expressing cells, fluorescence antagonist assay | P48145 | inhibition, % at 4.4 µM; in the data active means inhibition above about 16%, passing the limit was not always enough;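 further: cells stimulated with the agonist NPW; 0% = agonist with vehicle and 100% = vehicle without agonist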
V1R ag counter = counter-screen for oxytocin receptor agonists: human V1a receptor agonists | CHO-V1R cells, Fluo-8 calcium fluorescence, agonist mode; 0% DMSO, 100% 3 nM vasopressin | activation, % at 3 µM | actives 0.25% (n = 320,000) | P37288 | AID 2797;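 active means activation above the mean activation of all tested compounds plus 3 SD, per screening run, cut at about 20% in these data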;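 further: signal is peak over basal fluorescence ratio across a 100 second FLIPR read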
Target sequence (P37288 whole entry, looked up): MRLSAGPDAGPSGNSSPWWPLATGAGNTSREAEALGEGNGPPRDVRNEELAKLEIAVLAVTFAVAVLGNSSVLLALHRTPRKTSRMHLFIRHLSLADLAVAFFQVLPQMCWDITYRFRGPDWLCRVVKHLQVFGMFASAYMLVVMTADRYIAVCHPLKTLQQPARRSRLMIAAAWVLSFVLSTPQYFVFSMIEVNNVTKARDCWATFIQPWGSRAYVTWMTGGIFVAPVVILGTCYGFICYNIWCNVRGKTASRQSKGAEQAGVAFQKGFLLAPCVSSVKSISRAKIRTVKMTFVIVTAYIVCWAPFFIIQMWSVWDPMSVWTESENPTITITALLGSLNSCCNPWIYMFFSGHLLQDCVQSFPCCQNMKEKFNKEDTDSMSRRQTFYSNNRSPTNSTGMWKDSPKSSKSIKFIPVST
VIM-2 inh = inhibitors of Pseudomonas aeruginosa VIM-2 metallo-beta-lactamase. purified VIM-2, nitrocefin hydrolysis, epi-absorbance fluorescence. inhibition, % at 5.6 µM. actives 0.89% (n = 290,000). AID 1527;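 active means inhibition above the mean of all tested compounds plus 3 SD, cutoff set per screening run, cut at about 7.5% in these data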;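 further: red hydrolysis product quenches plate fluorescence so inhibitors raise well fluorescence; 0% = enzyme with DMSO and 100% = DMSO without enzyme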
OXTR ag = activates the human oxytocin receptor | P30559 | CHO-OTR cells, Fluo-8 calcium fluorescence; normalized: DMSO 0%, oxytocin 100% | activation, % at 3 µM | actives 0.32% (n = 320,000) | AID 2435;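 active means activation above the mean of all tested compounds plus 3 SD, cutoff set per screening run, cut at about 20% in these data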;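 further: peak over basal fluorescence ratio from a 100 s FLIPR kinetic read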
DNA FID counter = counter-screen for HCV NS3 helicase inhibitors: DNA intercalator displacement; actives 0.17% (n = 290,000); DNA fluorescent intercalator displacement, fluorescence; inhibition, % at 7.9 µM; in the data active means inhibition above about 37%;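 further: 0% = vehicle and 100% = reference compound; higher means more ethidium bromide displaced from hairpin DNA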
HCV NS3 hel inh = inhibitors of Hepatitis C virus NS3 helicase. AID 1800. NS3 helicase DNA unwinding, Cy5 molecular beacon fluorescence. inhibition, % at 10.9 µM. actives 0.56% (n = 290,000);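 active means inhibition above the mean of all tested compounds plus 3 SD, set per campaign, cut at about 35% in these data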;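 further: 0% = DMSO wells and 100% = thioflavine S control wells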
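assay system = NS3 helicase fragment of HCV | buffer or medium = MOPS pH 6.5, MgCl2, DTT, Tween20, BSA | timing = 60 min unwinding reaction at 25 °C after ATP addition | signal = Cy5 beacon fluorescence read at start and 1 h | read-out basis = % inhibition of unwinding | control set = low DMSO, high thioflavine S at 110 µM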
* = called active by the depositor; . = not tested or not shown.

SMILES	IMP-1 inh	GalR3 antag	PHOSPHO1 inh	GPR7 antagonist	V1R ag counter	VIM-2 inh	OXTR ag	DNA FID counter	HCV NS3 hel inh
C/C=C/Cn1c(SCc2ccccc2)nc2c1c(=O)[nH]c(=O)n2C	-2.8	-3	29	-15	-1.3	-2.1	-1.9	-21	2
CCOC(=O)C(Oc1ccc(=O)[nH]n1)C(C)=O (stereo unspecified)	-0.3	-1	4	-10	5.2	0.4	0.9	1	-12
CN(C)c1nc(N)c([N+](=O)[O-])c(NCc2ccccc2)n1	-3.2	2	-5	-7	0.1	-3.9	-2.1	-3	8
Cc1ccc(C)c(N2CCN(C(=O)c3cccn4c(=O)c5sccc5nc34)CC2)c1	-0.6	-6	-17	3	8.9	1.6	31*	-2	0
O=C(O)CCC(=O)Nc1ccc2c(c1)oc1ccccc12	-2.4	-5	4	5	0.2	-4.4	0.4	-7	7
CCn1cc(/C=C/C(=O)Nc2c(C)nn(Cc3ccccc3C)c2C)cn1	-2.9	-4	6	-5	0.3	-3.6	0.1	-28	0
CC1(Cc2cn(CCC#N)c3ccccc23)OCCO1	-2.5	-2	9	-11	-0.7	-3.5	-0.5	-6	-5
COc1ccc(C2=NO[C@@H]3C(=O)N(Cc4ccccc4)C(=O)[C@H]23)cc1OC	-1.5	-6	26	1	3.8	0.7	6.0	-12	-10
O=C(Nc1cnn(Cc2ccc(F)cc2)c1)c1noc2c1CCCC2	-2.6	-8	-1	0	0.6	-2.8	0.2	-29	-5
S=C1NCN(Cc2cccnc2)CN1c1cccc2ccccc12	-1.4	-5	33	-4	1.0	0.4	0.0	-13	-4
CCN(CC)S(=O)(=O)c1cccc(NC(=O)COC(=O)C2COc3ccccc3O2)c1 (stereo unspecified)	-1.4	-5	-21	-6	3.1	2.5	2.0	-4	-6
CCCC1=C(C(=O)OCC)C(c2ccc(O)cc2)n2ncnc2N1 (stereo unspecified)	-3.3	-4	29	12	-0.1	-3.7	-1.2	-15	2
CC(=O)c1ccc(NC(=O)CCNS(=O)(=O)c2ccccc2F)cc1	-2.7	-9	-13	4	2.8	-2.4	1.6	-3	-5
COCCCNC(=O)CCn1c(=O)c2ccccc2n(CC(=O)Nc2ccc(C)cc2C)c1=O	0.0	-2	-10	-5	0.4	-2.2	0.1	0	8
Cc1ccc[n+](CC(=O)c2ccc(Br)cc2)c1	-2.5	0	40	-9	.	0.0	.	1	-2
CCc1ccc(-c2csc3ncn(CC(=O)N4CCOCC4)c(=O)c23)cc1	-2.3	-1	-9	0	0.2	-1.9	0.5	-9	-3
Cc1cc(NS(=O)(=O)c2ccc(NC(=O)C(C)N3C(=O)c4ccccc4C3=O)cc2)nc(C)n1 (stereo unspecified)	2.4	-2	7	1	0.6	-0.4	2.5	0	3
Cc1ccc(C(=O)N(CC(=O)NC2CCCC2)c2ccc3c(c2)OCCO3)s1	-2.6	-3	20	3	0.4	-2.4	-1.3	-7	5
CC1CC(C)CN(CC(=O)Nc2ccc(S(N)(=O)=O)cc2)C1 (stereo unspecified)	-3.7	3	10	-17	0.1	-4.3	0.8	-4	5
Cc1c(C(=O)O)sc2nc(-c3cccs3)cc(C(F)(F)F)c12	-1.8	-5	39	-1	0.2	0.9	-0.2	-4	-14
CCc1sc(NC(=O)CCC(=O)O)nc1-c1cc2ccccc2oc1=O	-0.7	-1	-4	0	0.3	-0.9	0.1	-24	11
COc1ccc(-c2nc(-c3ccc(NC(=O)c4ccc(Br)o4)cc3)no2)cc1OC	-3.5	-5	10	-8	0.2	-2.3	-0.6	-3	-8
CCOC(=O)C1=c2/c(=C/c3ccncc3)c(N)c(C(=O)OC)n2C(=O)C(c2ccncc2)S1 (stereo unspecified)	0.6	1	37	12	0.5	0.0	-0.8	-8	7
O=C(Nc1ccc(Cl)cn1)c1ccc(COc2ccccc2Br)o1	-2.1	-7	-20	5	0.7	-0.9	-0.8	-1	1
Cc1cnc(C(=O)OCC(=O)C23CC4CC(CC(C4)C2)C3)cn1	-1.4	-4	.	-10	0.7	-1.5	-0.4	-15	-3
More structures follow:
SMILES	IMP-1 inh	GalR3 antag	PHOSPHO1 inh	GPR7 antagonist	V1R ag counter	VIM-2 inh	OXTR ag	DNA FID counter	HCV NS3 hel inh
CCn1nnc(NC(=O)C(C)(c2ccccc2)c2ccccc2)n1	-3.4	-4	32	0	0.1	-2.8	0.5	-7	-7
CCCCCCCNc1nc(Cl)nc(NCCO)n1	-0.1	1	23	4	-0.9	-0.3	-0.6	-17	0
O=C1N(c2ccc3c(c2)OCCO3)C(c2ccccc2)C1(F)F (stereo unspecified)	0.4	-10	-14	-13	-0.2	-1.8	-2.0	-1	-5
Cc1ccccc1NC(=O)CNC(=O)c1ccc(C(F)(F)F)cc1	-3.5	0	-29	-4	-0.9	0.4	-2.7	-6	5
C=CCn1c(=O)/c(=C/c2ccc(Cl)cc2)s/c1=C(/C#N)c1nnc2n1CCCCC2	-3.0	5	-78	-8	-0.6	-4.6	-1.1	-12	-1
O=C(CSc1nnc(-c2cc(-c3cccs3)nc3ccccc23)o1)NC1CCCCC1	-4.7	1	-64	-4	-0.4	-3.5	-0.3	1	-1
CC1=C(C(=O)Nc2ccc(C)cc2C)C(c2cccs2)NC(=S)N1 (stereo unspecified)	-2.4	-4	14	-4	-1.0	-0.3	-1.1	-6	-3
O=C(CSCc1cnn(-c2ccccc2)c1-n1cccc1)NCc1cccs1	-3.0	-5	32	-9	-1.0	-1.3	-2.4	-33	-9
COc1cc(/C=N/NC(=O)CCc2n[nH]c(=O)[nH]c2=O)cc(OC)c1OC	-0.9	-4	-11	-4	-0.5	-3.8	0.1	-3	-1
CSc1nc2cc(C)nn2c(-c2ccc(C(C)(C)C)cc2)c1C#N	-2.6	2	12	-12	1.0	-2.9	0.1	-1	0
O=C(Cn1nc2sc3ccccc3n2c(=O)c1=O)c1ccc(Cl)cc1	-4.1	.	-3	-7	0.9	-2.4	-0.3	-3	5
CCn1cc(SCC(=O)NC2CCCC2)c2ccccc21	2.1	0	-2	23	-0.3	2.1	-1.2	-24	17
O=C(O)CCC(=O)NC1CCCCCCC1	-4.4	2	20	9	1.4	-1.2	0.6	-1	5
Cc1nc(S(=O)(=O)c2ccc(Cl)cc2)c(N(C)C)o1	-3.3	-8	43	-19	0.2	-1.9	0.7	-1	11
COc1cc(C)c(S(=O)(=O)N2CCOCC2)cc1C	-3.8	-12	4	-10	1.1	-2.0	-0.1	2	2
Cc1cc(C)n2c(SCCO)nnc2n1	0.1	1	28	-15	0.8	1.0	0.4	2	6
C=C(C)CCC(C)N1CCC(n2nccc2NC(=O)CCCc2ccccc2)CC1 (stereo unspecified)	-3.8	-3	58	-2	3.1	-2.2	2.2	17	7
O=C(N/N=C/c1nn(-c2ccccc2)cc1-c1ccc(Cl)cc1)c1ccncc1	1.7	.	1	-1	-0.4	-1.1	0.6	3	-6
CCOc1ccc(-c2nnc3ccc(SCC(=O)Nc4nc5ccc(C)cc5s4)nn23)cc1	-3.7	-5	-26	-5	0.7	-2.6	1.5	-1	1
CC1CCCCC1NC(=O)c1cccc(NC2=NC3CS(=O)(=O)CC3S2)c1 (stereo unspecified)	-3.4	.	39	5	-0.3	-1.4	0.5	-3	18
COc1ccc(C(=O)NCC2OCCc3ccccc32)c(O)c1 (stereo unspecified)	-6.0	-2	9	10	0.2	-2.6	-0.8	-9	-5
C[C@@H]1CN(c2nc3nonc3nc2N2CCSCC2)C[C@H](C)O1	0.2	2	41	0	0.4	0.1	-0.4	-1	0
COc1ccc(N=c2oc3c(OC)cccc3cc2C(=O)NCc2ccco2)cc1OC	-0.2	.	-37	5	-0.1	-1.0	0.7	-1	-11
c1ccc(-n2nnnc2SCc2cn3ccccc3n2)cc1	-3.0	-1	-23	-1	0.1	-1.8	0.0	-5	3
CCCN(CCC)S(=O)(=O)c1ccc(C(=O)NCc2n[nH]c(=S)n2-c2ccc(Cl)c(Cl)c2)cc1	-0.5	2	-10	-6	0.3	-3.5	-0.5	-25	13
(continued)
SMILES	IMP-1 inh	GalR3 antag	PHOSPHO1 inh	GPR7 antagonist	V1R ag counter	VIM-2 inh	OXTR ag	DNA FID counter	HCV NS3 hel inh
Cc1ccc(C2CC(c3cccs3)=NN2C(=O)CCl)cc1 (stereo unspecified)	0.2	-11	11	26	-0.1	0.3	-2.0	-18	-5
O=C(CSCc1c(Cl)cccc1Cl)Nc1cccnc1	-2.4	-5	14	-4	-0.3	-1.3	0.3	-6	-4
CCCCCNc1nc(-c2ccccc2)cs1	-3.9	.	16	-12	-0.8	-3.9	-1.7	-1	4
Cc1nc(-c2cccnc2)sc1C(N)=O	-1.7	-6	42	-3	0.0	-3.8	0.3	0	7
CCOC(=O)C1CCCCN1Cc1ccc(F)c(Br)c1 (stereo unspecified)	-3.5	1	11	-4	-2.3	-1.6	-2.3	4	-21
CSc1ccc(CNC2CC2)cc1	-0.2	-2	-12	1	-0.6	0.4	-0.1	1	6
O=C(CSc1nnc(-c2cccs2)o1)OC1CCCCC1	-1.4	-4	-9	-3	-0.9	-3.6	-1.8	-14	4
Cc1cccc(NC(=O)CSc2nc3c(oc4ccccc43)c(=O)n2-c2ccccc2)c1	-3.7	-1	10	-6	0.5	-3.1	-0.9	-9	4
O=C(CN1C(=O)C2CC=CCC2C1=O)NC1CCCCC1 (stereo unspecified)	0.6	-3	34	8	0.0	0.1	0.9	-2	-4
CN1CCN(CCOc2ccc(-c3ccccc3)cc2)CC1	0.1	-6	.	4	8.2	2.3	6.1	25	-40
Cc1nn(CCOc2ccccc2)c(=O)n1-c1c(F)cccc1F	0.2	-4	18	14	0.5	1.8	0.2	-17	18
COC(=O)C1=NNC(C(=O)c2ccco2)C1c1ccc(OC)cc1 (stereo unspecified)	-1.5	-3	15	-2	0.2	-3.5	-1.0	-1	2
O=C(CCn1c(=S)oc2ccccc21)Nc1ccc(F)cc1	-1.6	-3	8	-8	0.0	-0.9	-1.4	-3	3
COc1ccc(CN2C(=O)c3ccccc3C2=O)cc1C(=O)OC(C)C(=O)NC(N)=O (stereo unspecified)	-3.2	5	-9	-10	0.4	-2.4	0.6	-10	-7
c1ccc(N2CCN(c3cnc4ccccc4n3)CC2)cc1	-1.0	-3	-11	11	-0.9	0.5	-1.5	-21	-2
S=C(NCc1ccncc1)NC1CCCCC1	-1.9	-2	23	-10	0.5	-1.1	-0.8	-3	2
O=C(CN1C(=O)CSC1=O)NCc1ccccc1	-0.7	-1	16	-1	0.5	2.1	0.5	3	1
O=C(Nc1ccc(Cc2ccncc2)cc1)c1ccco1	-2.2	-5	-9	1	1.3	-0.4	0.6	-3	3
